TWEAK Fn14 block: inhibitors of TWEAK-Fn14 signaling, primary screen, luciferase reporter cells, uHTS; TWEAK-stimulated Fn14 reporter cells, luciferase luminescence, 8 h; inhibition, % at 10 µM; 360,000 tested, 2% active; in the data active means inhibition above about 50%
COUP-TFII inh: NR2F2 transcriptional activity inhibitors, primary screen, cell-based, luciferase reporter, HEK293T, luminescence. COUP transcription factor 2 (Homo sapiens), P24468. HEK293T NGFI-A luciferase reporter. inhibition, % at 8.6 µM. 370,000 tested, 0.7% active;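 active means inhibition above a per-plate cutoff, mean inhibition of test wells between control levels plus 3 SD, cut at about 38% in these data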;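 further: cells cotransfected with COUP-TFII expression vector driving the NGFI-A reporter; 0% = median of COUP-TF2 test wells and 100% = reporter-only cells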
LMP1 NFkB inh: EBV LMP1-driven NF-kappaB luciferase reporter inhibitors, primary screen, cell-based, luminescence, single point | inhibition, % at 12.5 µM | 350,000 tested, 0.69% active | LMP1-induced NF-kappaB luciferase reporter cells; in the data active means inhibition above about 41%;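 further: 0% = neutral control wells and 100% = reference inhibitor control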
LRH-1 inv ag: LRH-1 (NR5A2) inverse agonists, primary screen, cell-based, luminescence, HEK293T, StAR-luciferase reporter; Nuclear receptor subfamily 5 group A member 2 (Homo sapiens), O00482; LRH-1 transfected, 24 h; inhibition, % at 3.6 µM; 360,000 tested, 0.13% active; AID 602396, 2012;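 active means inhibition above the mean inhibition of all tested compounds plus 3 SD, cut at about 73% in these data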;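 further: 0% = DMSO wells and 100% = reporter-only cells lacking LRH-1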
TRAIL sens C8: viability loss with TRAIL in NB7+C8 cells, primary screen, TRAIL sensitizer project, cell-based, ATPlite luminescence; AID 624354, 2012; inhibition (viability loss, TRAIL sensitization), % at 10 µM; 360,000 tested, 1% active;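 active means compounds causing at least 50% loss of cell viability in the single-dose screen, relative to plate controls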
NOD2 RIPK2 PPI: NOD2-RIPK2 binding disruptors in cells, primary screen, fluorescence, CHO cells, BLA complementation | 360,000 tested, 0.38% active | inhibition, % at 4.98 µM | Receptor-interacting serine/threonine-protein kinase 2 (Homo sapiens), O43353 | CCF4 ratio; in the data active means inhibition above about 21%;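 further: 0% = vehicle only and 100% = reference blocker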
TLR9-MyD88 inh: inhibitors of TLR9-MyD88 association in cells, primary screen, cell-based, CHO, BLA complementation, fluorescence. Toll-like receptor 9 (Homo sapiens) + Myeloid differentiation primary response protein …. CCF4 FRET ratio. inhibition, % at 4.98 µM. 340,000 tested, 0.21% active. AID 504734, 2011;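 active means inhibition above the mean over all tested compounds plus 3 SD, cut at about 21% in these data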;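 further: 0% = DMSO only wells and 100% = clavulanate BLA inhibitor control wells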
NCOA2 inhibitor: inhibition of GAL4-SRC2 driven luciferase reporter, primary screen, SRC2 inhibitor project, cell-based, luminescence | Nuclear receptor coactivator 2 (Homo sapiens), Q15596 | HEK293 GAL4-SRC2 luciferase reporter | inhibition, % at 9 µM | 370,000 tested, 0.17% active;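 active means inhibition above the mean inhibition of all tested compounds plus 3 SD, set per campaign, cut at about 52% in these data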;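 further: 0% = DMSO treated cells and 100% = cells given Gossypol at 36 µM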
NCOA3 inh: SRC3 coactivator transcriptional activity inhibitors, primary screen, cell-based, luminescence; HEK293 GAL4-SRC3 luciferase reporter; inhibition, % at 3.6 µM; 360,000 tested, 0.17% active; AID 588352, 2011;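 active means inhibition above a per-campaign cutoff, the mean of all compounds plus 3 SD, cut at about 60% in these data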;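 further: 0% = DMSO-treated cells and 100% = gossypol-treated cells at 36 µM; higher means less SRC3-driven luciferase light from the GAL4 reporter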
NCOA1 inh: SRC1 coactivator transcriptional activity inhibitors, primary screen, cell-based, luminescence | HEK293 GAL4-SRC1 luciferase reporter | 360,000 tested, 0.12% active | AID 588354, 2011 | inhibition, % at 3.6 µM;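 active means inhibition above the campaign mean plus 3 SD, with each screening campaign given its own cutoff, cut at about 60% in these data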;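 further: 0% = DMSO treated cells and 100% = gossypol at 36 µM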
Target sequence (Q15788 whole entry, looked up, the tested form may be a part): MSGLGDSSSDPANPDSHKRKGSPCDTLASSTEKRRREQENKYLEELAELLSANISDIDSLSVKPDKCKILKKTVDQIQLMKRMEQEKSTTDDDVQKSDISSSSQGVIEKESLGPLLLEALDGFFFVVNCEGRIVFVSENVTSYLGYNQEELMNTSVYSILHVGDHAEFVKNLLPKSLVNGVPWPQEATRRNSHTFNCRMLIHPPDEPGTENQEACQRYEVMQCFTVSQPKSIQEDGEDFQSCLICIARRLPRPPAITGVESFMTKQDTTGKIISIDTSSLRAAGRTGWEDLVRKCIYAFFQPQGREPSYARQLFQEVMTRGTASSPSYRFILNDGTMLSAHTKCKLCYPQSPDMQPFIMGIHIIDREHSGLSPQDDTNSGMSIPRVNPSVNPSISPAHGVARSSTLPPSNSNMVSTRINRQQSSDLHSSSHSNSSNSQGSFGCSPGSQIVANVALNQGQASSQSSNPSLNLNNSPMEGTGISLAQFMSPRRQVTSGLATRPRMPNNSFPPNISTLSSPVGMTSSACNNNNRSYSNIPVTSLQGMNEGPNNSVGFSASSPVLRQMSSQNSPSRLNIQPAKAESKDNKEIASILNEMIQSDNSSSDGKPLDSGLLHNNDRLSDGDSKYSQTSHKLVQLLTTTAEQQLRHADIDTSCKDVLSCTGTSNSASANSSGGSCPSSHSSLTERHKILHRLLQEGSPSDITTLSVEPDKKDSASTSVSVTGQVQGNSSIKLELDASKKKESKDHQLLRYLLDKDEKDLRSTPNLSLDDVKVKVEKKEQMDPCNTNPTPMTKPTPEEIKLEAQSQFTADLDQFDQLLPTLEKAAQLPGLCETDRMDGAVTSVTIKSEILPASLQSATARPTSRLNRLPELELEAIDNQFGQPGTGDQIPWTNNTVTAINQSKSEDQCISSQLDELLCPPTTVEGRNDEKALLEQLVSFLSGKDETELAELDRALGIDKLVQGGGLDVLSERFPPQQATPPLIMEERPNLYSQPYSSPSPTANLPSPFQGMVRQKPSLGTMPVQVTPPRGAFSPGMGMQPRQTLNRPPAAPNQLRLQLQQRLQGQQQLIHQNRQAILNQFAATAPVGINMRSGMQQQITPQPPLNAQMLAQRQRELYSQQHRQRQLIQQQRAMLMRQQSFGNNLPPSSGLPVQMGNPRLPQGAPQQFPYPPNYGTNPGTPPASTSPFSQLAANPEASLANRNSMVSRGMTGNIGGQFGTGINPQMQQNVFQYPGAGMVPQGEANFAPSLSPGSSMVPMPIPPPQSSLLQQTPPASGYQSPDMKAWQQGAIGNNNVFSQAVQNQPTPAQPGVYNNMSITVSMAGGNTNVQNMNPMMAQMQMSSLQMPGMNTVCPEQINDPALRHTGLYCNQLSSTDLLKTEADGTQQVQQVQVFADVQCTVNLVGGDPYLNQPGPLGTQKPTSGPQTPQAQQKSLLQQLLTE
TROY signal inh: inhibitors of TROY-driven NF-kB signaling, primary screen, Q293 LMP1-TROYcd cells, NF-kB luciferase, uHTS; Q293 LMP1-TROYcd NF-kB luciferase reporter, 4 h; inhibition, % at 10 µM; 360,000 tested, 0.98% active; AID 1347056, 2019;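 active means compounds whose plate-normalised and pattern-corrected inhibition of the luciferase reporter signal at the single screening dose is 50% or more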
Active calls of the source: *; nt = not tested or not shown. A portion of the library (hit frequency here may not be typical).

SMILES	TWEAK Fn14 block	COUP-TFII inh	LMP1 NFkB inh	LRH-1 inv ag	TRAIL sens C8	NOD2 RIPK2 PPI	TLR9-MyD88 inh	NCOA2 inhibitor	NCOA3 inh	NCOA1 inh	TROY signal inh
CC(=O)N1CCc2ccc(N)cc21	5.6	5.2	4.7	-1.9	0.7	-12.2	6.2	-22.8	3.6	2.8	2.7
Cc1c(C(=O)Nc2nc3ccccc3[nH]2)oc2ccccc12	30.1	-47.5	-72.2	-103.0	41.8	-3.7	4.2	-36.1	-54.7	-134.7	-31.3
CCCCOc1ccc(C(=O)NCC(=O)NCCOc2ccccc2)cc1	-14.8	-14.7	-6.4	0.7	0.1	5.7	-8.6	-20.1	6.7	-16.9	-36.5
CCCCNC(=O)CCC(=O)N1CCN(C(c2ccccc2)c2ccccc2)CC1	3.7	5.5	-5.5	7.3	1.4	-5.7	-0.1	-3.7	8.6	9.7	0.7
COc1ccc(-n2c(-c3ccc(Br)cc3)c[n+]3c2CCc2ccccc2-3)cc1	17.6	38.1*	38.4	64.6	40.4	-4.7	-0.2	17.4	46.8	4.7	38.1
CC(C)(C)c1ccc(OCCOc2ccc(C(C)(C)C)cc2NC=O)c(NC=O)c1	26.4	4.0	9.3	-4.2	17.6	3.0	-13.3	19.6	5.7	5.3	51.1*
COc1ccc(C(=O)NC(=S)N2CCCC2)cc1	10.5	3.4	-6.7	-3.1	19.4	-10.7	-14.7	-10.7	0.3	2.5	-20.2
O=c1cc(N2CCc3ccccc32)[nH]c(=O)n1-c1ccc(Cl)cc1	-2.5	-6.5	3.4	6.9	-0.9	-5.1	-12.4	-2.4	10.0	-19.0	-6.4
Cc1cc(C)c2c3c(oc2n1)C(=O)N(c1cccc(Cl)c1)CC(=O)N3	8.8	16.0	6.7	6.1	-4.1	-9.1	-8.7	-4.2	15.3	10.0	7.2
O=C(O)C1C2C=CC(O2)C1C(=O)NCc1ccc(Cl)cc1 (stereo unspecified)	-1.9	15.3	-21.1	-1.3	-8.0	-6.0	6.0	2.8	-11.8	-0.5	-2.7
Cc1nc(SCC(=O)c2ccccc2)c([N+](=O)[O-])[nH]1	9.5	5.0	2.6	8.6	-0.5	10.3	-7.9	16.7	0.5	-106.7	-4.5
Cc1ccc(NS(=O)(=O)c2ccc(NC(=O)c3cccc(NC(=O)C(C)C)c3)cc2)cc1	25.4	22.0	4.2	18.5	-7.8	1.4	-6.7	1.5	9.4	17.6	38.3
CN1CCN(C(=O)CCc2nc3ccccc3n2-c2ccccc2)CC1	3.2	-0.9	-2.9	-6.6	4.5	-4.8	-2.2	7.9	23.0	-3.1	-12.3
O=C(Nc1nccs1)C1CCN(S(=O)(=O)c2ccc(F)cc2)CC1	-4.6	-9.0	2.8	-20.9	8.9	-8.5	-5.5	-2.8	-1.3	10.8	-11.6
COc1cccc(C(=O)c2c[nH]c(C(=O)NCc3cccs3)c2)c1	-22.4	-3.9	11.6	-30.0	-7.7	-5.3	-1.7	-16.8	-3.8	-1.1	-13.3
COc1cccc(SCc2noc(C(=O)NCCCN3CCOCC3)c2C(=O)NCCCN2CCOCC2)c1	-6.7	-2.6	5.5	-13.2	-15.4	1.7	-3.0	-23.3	-18.7	9.6	-13.1
CCOc1ccc(/C=N/NC(=O)c2ccc3nc[nH]c3c2)cc1OC	14.4	-3.9	-2.6	-14.5	0.9	-2.8	4.6	-3.8	10.9	0.6	10.4
CN1/C(=C\C(=O)CSc2nncn2C)C(C)(C)c2ccccc21	32.3	-2.5	2.5	-10.1	-10.4	-4.7	6.1	-1.7	-0.8	-7.9	14.9
CCc1ccccc1NC(=O)CNC(=O)c1cccc(S(=O)(=O)N2CCN(Cc3ccccc3)CC2)c1	0.9	13.6	-2.2	12.9	-7.1	3.7	1.2	-30.9	15.4	-17.2	7.0
C[C@@]12C(=O)N(c3cccc(Cl)c3)C(=O)N1[C@H](c1ccc(Cl)cc1)[C@@H]1C(=O)N(C3CCCCC3)C(=O)[C@@H]12	23.9	-3.6	2.6	-2.9	6.8	-5.8	-0.1	9.9	14.9	9.5	8.3
COc1cccc(NC(=O)CN2C(=O)NC(C)(CC(C)C)C2=O)c1 (stereo unspecified)	0.2	-18.6	-10.4	2.7	-17.0	-6.7	6.1	-1.9	3.9	4.6	5.6
O=C(Nc1cccc(C(F)(F)F)c1)c1cccnc1NCCc1ccccc1	-7.9	6.6	-5.1	-16.0	5.5	-1.0	5.1	-2.7	-0.9	-42.5	2.6
Cc1cccc2nc(CSc3nnc4ccccn34)cn12	50.2*	-46.6	-6.9	-130.2	0.6	-2.0	-8.3	-40.2	-77.7	-115.0	-13.7
Cc1ccc(NS(=O)(=O)c2ccc(Br)s2)cc1S(=O)(=O)N1CCOCC1	3.0	6.1	-4.4	0.6	-4.0	-1.1	5.1	-19.4	14.7	-36.9	-5.3
CCOc1ccc(S(=O)(=O)N2CCC(C(=O)OC(C)C(=O)N3CCOCC3)CC2)cc1 (stereo unspecified)	-9.4	-3.0	0.6	-23.2	20.2	-9.7	1.6	10.6	-12.0	-6.0	23.2

Molecules listed so far with an NH in an aromatic ring:
SMILES	TWEAK Fn14 block	COUP-TFII inh	LMP1 NFkB inh	LRH-1 inv ag	TRAIL sens C8	NOD2 RIPK2 PPI	TLR9-MyD88 inh	NCOA2 inhibitor	NCOA3 inh	NCOA1 inh	TROY signal inh
Cc1c(C(=O)Nc2nc3ccccc3[nH]2)oc2ccccc12	30.1	-47.5	-72.2	-103.0	41.8	-3.7	4.2	-36.1	-54.7	-134.7	-31.3
O=c1cc(N2CCc3ccccc32)[nH]c(=O)n1-c1ccc(Cl)cc1	-2.5	-6.5	3.4	6.9	-0.9	-5.1	-12.4	-2.4	10.0	-19.0	-6.4
Cc1nc(SCC(=O)c2ccccc2)c([N+](=O)[O-])[nH]1	9.5	5.0	2.6	8.6	-0.5	10.3	-7.9	16.7	0.5	-106.7	-4.5
COc1cccc(C(=O)c2c[nH]c(C(=O)NCc3cccs3)c2)c1	-22.4	-3.9	11.6	-30.0	-7.7	-5.3	-1.7	-16.8	-3.8	-1.1	-13.3
CCOc1ccc(/C=N/NC(=O)c2ccc3nc[nH]c3c2)cc1OC	14.4	-3.9	-2.6	-14.5	0.9	-2.8	4.6	-3.8	10.9	0.6	10.4

Later entries.
SMILES	TWEAK Fn14 block	COUP-TFII inh	LMP1 NFkB inh	LRH-1 inv ag	TRAIL sens C8	NOD2 RIPK2 PPI	TLR9-MyD88 inh	NCOA2 inhibitor	NCOA3 inh	NCOA1 inh	TROY signal inh
Cc1ccc(/C=N/N=C2/NC(=O)C(CC(=O)N3CCOCC3)S2)cc1 (stereo unspecified)	-2.7	4.9	-5.0	-5.4	4.6	-4.4	-5.6	-3.4	11.7	1.4	7.0
COCCCn1c(=O)c2ccccc2c2ccccc2c1=O	6.5	0.1	7.8	1.6	-4.0	-12.3	10.4	-19.9	24.7	-7.6	6.8
COc1ccc(-c2csc(NC(=O)c3cccc(N4C(=O)CCC4=O)c3)n2)cc1C	0.7	-9.2	6.3	-0.7	3.8	6.5	-2.2	14.5	5.0	-23.8	17.1
CC(C)/C(C=O)=C(/NC1CCCCC1)c1ccccc1	-0.1	8.5	-2.5	0.0	11.8	6.0	-4.4	-4.7	-8.3	-24.6	13.0
CCCc1c(-c2cccc(Cl)c2)ncn1Cc1cccc(-c2ccccc2)c1	nt	11.3	nt	-14.3	29.9	4.8	nt	8.2	nt	nt	nt
CC(=O)NCCNc1nc(NC(C)C)nc2cc(-c3ccccc3)sc12	-3.2	-0.8	nt	14.7	-5.4	13.8	nt	-31.5	-9.1	-36.6	0.8
COCCCn1c(=O)/c(=C\c2ccc(OC(F)F)c(OC)c2)s/c1=C(/C#N)C(=O)NCCOC	-0.6	3.2	-2.9	-0.9	-6.9	-6.8	4.0	-30.4	-13.6	-19.3	16.1
O=C(NCCCN=C1NS(=O)(=O)c2ccccc21)c1ccncc1	4.7	-2.2	-9.8	12.8	-0.7	-3.1	-2.3	-13.3	10.8	-7.5	-37.1
O=C(NCc1ccc(-c2csnn2)cc1)C1CC1	-0.9	-20.7	-0.6	0.0	-19.6	7.6	nt	-4.6	1.3	-1.1	-23.8
CCN(CC(=O)Nc1ccc2c(c1)OCCO2)CC(=O)Nc1ccc2c(c1)OCO2	8.9	-11.2	0.1	-20.1	-4.4	-8.6	0.8	-3.2	-6.5	11.7	7.8
Cc1[nH]nc(Nc2ccccc2)c1[N+](=O)[O-]	0.8	-21.0	1.1	-37.5	6.7	7.8	0.6	-43.1	-31.0	-38.8	-23.0
COc1ccccc1CN(Cc1cc2cc3c(cc2[nH]c1=O)OCCO3)Cc1nnnn1Cc1ccco1	16.7	-6.8	5.5	-2.6	-21.9	5.4	-2.2	-11.6	11.8	-3.7	-1.2
CCNC(=O)C1(C)CCCN(Cc2ccc(-c3ccccc3)o2)C1 (stereo unspecified)	-39.6	14.5	nt	-17.6	-13.3	9.0	nt	16.8	-20.2	7.7	-13.2
COCCn1nnnc1CN1CCOCC1	-7.3	0.8	-18.5	-2.9	-5.6	7.0	-0.1	4.2	4.8	-6.5	-2.7
Cc1cc(C(=O)NC2CCCc3c2cnn3-c2cccc(C)c2C)n(C)n1 (stereo unspecified)	20.0	66.5*	23.5	43.7	30.2	-13.3	-7.2	14.1	19.7	12.3	11.5
c1ccc2c(c1)CC(CN1CCNCC1)O2 (stereo unspecified)	6.3	0.8	9.0	15.3	-6.8	-4.6	0.7	-9.6	-4.4	-23.6	0.3
Cc1ccsc1C(=O)OCC(=O)NCc1ccc2c(c1)OCO2	-11.5	-14.0	-12.8	-14.8	8.3	-6.1	2.7	-22.4	-18.5	-11.9	nt
CC1CN(C(=O)CCC(=O)N2CCN(c3ccccn3)CC2)c2ccccc2O1 (stereo unspecified)	-8.4	6.4	2.3	8.8	-2.7	2.6	4.6	-6.7	8.2	1.1	5.5
O=C(CCN1C(=O)c2cccc3cccc(c23)C1=O)Nc1ccon1	-19.6	-13.9	-13.4	-18.2	4.9	-3.0	2.8	-43.5	-16.9	6.8	-21.2
C/C(CC(=O)Nc1c(C)cc(C)cc1C)=N\NC(=O)Cc1ccccc1	23.3	-11.0	-0.1	-11.1	-1.9	-9.2	-3.2	-5.2	-1.9	12.4	5.7

Bioassay records: PubChem BioAssay, several laboratories
